Source: PubChem BioAssay
DNMT1 inh: DNMT1 (human) enzyme inhibition; P26358; DNMT1 molecular beacon, Hinp1I cleavage, fluorescence; inhibition (reported as % activation of signal), % at 10 µM; actives 0.83% (n = 360,000); AID 588458; in the data active means inhibition above about 50%
NadD block: blocks S. aureus nicotinate mononucleotide adenylyltransferase; actives 0.78% (n = 360,000); inhibition, % at 20 µM; purified NadD enzyme, colorimetric absorbance read-out; AID 602399; in the data active means inhibition above about 26%; further: some compounds past the cut are filed as inactive
Rpn11 inh: blocks the human proteasome subunit Rpn11; O00487; actives 0.59% (n = 360,000); calls only at 20 µM; human 26S proteasome, Ub4-pepOG fluorescence polarization; 20S core pre-blocked with epoxomicin;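 active means inhibition at 20 µM, scaled to each plate's controls, above about 33%, limit read from the data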
Target sequence (O00487 whole entry, looked up): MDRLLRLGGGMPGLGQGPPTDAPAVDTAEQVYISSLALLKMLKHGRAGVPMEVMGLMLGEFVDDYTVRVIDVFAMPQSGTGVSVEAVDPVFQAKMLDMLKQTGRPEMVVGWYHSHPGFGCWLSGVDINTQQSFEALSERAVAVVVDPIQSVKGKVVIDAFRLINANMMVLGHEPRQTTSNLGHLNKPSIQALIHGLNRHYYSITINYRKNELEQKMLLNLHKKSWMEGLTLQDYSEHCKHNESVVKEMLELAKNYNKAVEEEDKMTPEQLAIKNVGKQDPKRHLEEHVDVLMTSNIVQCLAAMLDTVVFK
Rin1 Abl inh: blocks binding of human Rin1 to Abl | inhibition, % at 7.35 µM | AID 588664 | P00519+Q13671 | actives 0.4% (n = 360,000) | TR-FRET Rin1/Abl binding, biochemical; in the data active means inhibition above about 5%, passing the limit was not always enough
SUMO1-SIM PPI: SUMO1-SIM interaction modulation; actives 0.33% (n = 360,000); AID 602429; SUMO1 binding to a labelled peptide, TR-FRET, 1 h; P63165; inhibition, % at 20 µM; in the data active means inhibition above about 37%
Target sequence (P63165 whole entry, looked up): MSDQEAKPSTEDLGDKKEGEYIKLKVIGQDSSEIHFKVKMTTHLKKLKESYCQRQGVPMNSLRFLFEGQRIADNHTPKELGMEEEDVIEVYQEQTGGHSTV
STEP block: inhibitors of human striatal-enriched phosphatase STEP; actives 0.25% (n = 360,000); recombinant STEP, OMFP fluorogenic substrate, fluorescence; inhibition, % at 20 µM; P54829;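 active means inhibition at 20 µM, scaled per plate between control wells, above about 37%, limit read from the data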;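 further: 0% = DMSO with enzyme and substrate and 100% = substrate only without enzyme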
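material = STEP tyrosine phosphatase | reagent = fluorogenic phosphatase substrate OMFP at 25 µM final | doses = single compound dose of 20 µM, 1% DMSO final | schedule = 20 min reaction, room temperature, in the dark | measured by = fluorescence, 480/540 nm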
Neddyl block: cullin neddylation inhibition. actives 0.58% (n = 360,000). P61081+Q13564. AID 651699. calls only at 25 µM. TR-FRET cullin neddylation, biochemical; in the data active means inhibition above about 36%
CSN deneddyl inh: blocks human CSN-mediated cullin deneddylation | Q92905 | Purified CSN, SCF-Nedd8-OG deneddylation, fluorescence polarization | inhibition, % at 12.5 µM | actives 0.38% (n = 360,000) | AID 651999;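 active means pattern-corrected inhibition above about 35%, with an unprinted fluorescence ratio check between 0.5 and 1.5, limit read from the data, passing the limit was not always enough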;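 further: 0% = enzyme with substrate and 100% = substrate without enzyme; some results filed as inactive read as strong as hits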
Target sequence (Q92905 whole entry, looked up, one chain of several): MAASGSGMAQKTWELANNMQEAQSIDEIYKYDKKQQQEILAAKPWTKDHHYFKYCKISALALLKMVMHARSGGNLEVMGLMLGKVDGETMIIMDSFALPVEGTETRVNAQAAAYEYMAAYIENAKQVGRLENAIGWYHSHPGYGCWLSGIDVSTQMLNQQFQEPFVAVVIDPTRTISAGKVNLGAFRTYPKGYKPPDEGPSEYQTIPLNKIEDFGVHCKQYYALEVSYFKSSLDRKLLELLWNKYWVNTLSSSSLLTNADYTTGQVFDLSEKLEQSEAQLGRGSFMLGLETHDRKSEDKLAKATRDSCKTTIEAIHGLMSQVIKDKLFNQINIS
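Detection – fluorescence polarization · System – HEK293T-derived human Csn5 enzyme · Controls – substrate-only high control, full reaction low control · Timing – 90 min, room temperature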
LMPTP inh: LMPTP (human) inhibition; P24666; recombinant LMPTP-A, OMFP fluorogenic substrate, fluorescence intensity; inhibition, % at 20 µM; actives 0.22% (n = 360,000); AID 651560;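 active means compounds that cut the enzyme signal by at least half of the control window in the single-dose screen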;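 further: plate controls were DMSO wells with enzyme plus substrate for no effect and substrate without enzyme for full effect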
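Assay system: LMPTP-A enzyme. Input: 0.625 nM LMPTP-A final. Probe or stimulus: 400 µM OMFP. Compound dosing: single 20 µM dose. Schedule: 50 min dark incubation at room temperature. Detection: fluorescence intensity of OMFP turnover product. Read-out: percent inhibition versus substrate-only and uninhibited controls. Benchmarks: no-enzyme low control, uninhibited high control.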
Scp1 inh: inhibitors of human Scp-1 phosphatase; Q9GZU7; Recombinant Scp1, phosphopeptide, malachite green phosphate absorbance; inhibition, % at 20 µM; actives 0.88% (n = 340,000);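 active means inhibition above about 50% at 20 µM, limit read from the data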;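 further: plate controls were DMSO wells with enzyme for no effect and wells lacking enzyme for full effect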
Target sequence (Q9GZU7 76-261 limits assumed): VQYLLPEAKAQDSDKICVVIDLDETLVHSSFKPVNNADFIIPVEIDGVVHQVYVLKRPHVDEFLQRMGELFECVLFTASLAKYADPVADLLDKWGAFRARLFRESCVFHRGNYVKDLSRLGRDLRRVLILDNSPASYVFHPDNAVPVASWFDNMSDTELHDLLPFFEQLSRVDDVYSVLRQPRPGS
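System: SCP-1 catalytic domain; Reagent: Phospho 17-mer peptide substrate; Doses: one concentration, 20 µM, with 1.0% DMSO; Incubation: 45 min room-temperature reaction, 5 min colour, 30 min stabiliser; Signal: Phosphate-binding colour reagent, absorbance read at 630 nm.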
An asterisk follows results filed as active; i = inactive; . = no result given.

cpd | canonical_smiles | DNMT1 inh | NadD block | Rpn11 inh | Rin1 Abl inh | SUMO1-SIM PPI | STEP block | Neddyl block | CSN deneddyl inh | LMPTP inh | Scp1 inh
1 | Nc1ccccc1C(=O)N=Nc1[nH]c(N)c2ccccc12 | -1 | 7 | i | 0 | -19 | 0 | i | 4 | -0.2 | -10
2 | COc1ccccc1C(=O)NC(=S)Nc1ccc(Cc2ccncc2)cc1 | 19 | 1 | i | 0 | 5 | 0 | i | 1 | 2.2 | -4
3 | Cc1cc(C)cc(N(C(=O)CNC(=O)c2ccco2)C(C(=O)NC2CCCCC2)c2ccncc2)c1 (configuration not stated) | 0 | -6 | i | 3 | 1 | -3 | i | 1 | -1.3 | -7
4 | CN(C)S(=O)(=O)c1ccc(Cl)c(NC(=O)CN2CCNC(=O)C2)c1 | -1 | -9 | i | 4 | -1 | -3 | i | -8 | -1.8 | -3
5 | O=C(CCC1CCCCC1)NCc1ccncc1 | 1 | -4 | i | 3 | 0 | -1 | i | -2 | -1.4 | -7
6 | O=C(NC(=S)Nc1ccc(S(=O)(=O)Nc2nccs2)cc1)c1ccc(Br)o1 | 2 | 1 | i | -2 | 12 | 0 | i | 5 | 2.0 | 10
7 | CCn1nc(C)c(CCC(=O)O)c1C | 1 | -3 | i | -1 | 0 | -3 | i | -3 | -1.1 | 0
8 | CC(C)(C)c1cc(S(=O)(=O)CCc2ccccn2)cc(C(C)(C)C)c1F | -1 | -2 | i | -3 | 4 | 2 | i | 0 | 3.0 | -2
9 | CC(C)(C)c1ccc(C(=O)NCc2nnc(SCC(=O)NCc3ccco3)o2)cc1 | -2 | -9 | i | -1 | 1 | -1 | i | 0 | -0.2 | -8
10 | CC(=O)c1ccc(OCc2cc(C(=O)N3CC[C@@H]4CCCC[C@H]4C3)no2)cc1 | -1 | 0 | i | -2 | 0 | 0 | i | 0 | 0.8 | 1
11 | Cc1ccc(S(=O)(=O)N2CCCCC2C(=O)O)cc1 (configuration not stated) | 0 | 9 | i | 6 | 1 | -3 | i | 2 | -0.5 | 5
12 | Cc1ccccc1OCC(O)Cn1c(N2CCCCC2)nc2c1c(=O)[nH]c(=O)n2C (configuration not stated) | 1 | 1 | i | 4 | 0 | -1 | i | 1 | -0.8 | -5
13 | COc1ccc(/C=N\Nc2ncc(F)c(N3CCOCC3)n2)cc1OC | 1 | -3 | i | -4 | -7 | 1 | i | 1 | 1.0 | -9
14 | CC1CCN(Cc2ccc(-c3nnn(CC(=O)NC4CCCCC4)n3)cc2)CC1 | 0 | 1 | i | 2 | -2 | 5 | i | 5 | -0.5 | 2
15 | COc1cnn(-c2ccccc2)c(=O)c1SCc1ccc(Cl)c(Cl)c1 | -6 | -6 | i | 2 | -10 | 1 | i | -1 | 1.3 | -7

A second format for part of the listing above:
(1) Nc1ccccc1C(=O)N=Nc1[nH]c(N)c2ccccc12
- DNMT1 inh: -1
- NadD block: 7
- Rpn11 inh: i
- Rin1 Abl inh: 0
- SUMO1-SIM PPI: -19
- STEP block: 0
- Neddyl block: i
- CSN deneddyl inh: 4
- LMPTP inh: -0.2
- Scp1 inh: -10
(2) COc1ccccc1C(=O)NC(=S)Nc1ccc(Cc2ccncc2)cc1
- DNMT1 inh: 19
- NadD block: 1
- Rpn11 inh: i
- Rin1 Abl inh: 0
- SUMO1-SIM PPI: 5
- STEP block: 0
- Neddyl block: i
- CSN deneddyl inh: 1
- LMPTP inh: 2.2
- Scp1 inh: -4
(3) Cc1cc(C)cc(N(C(=O)CNC(=O)c2ccco2)C(C(=O)NC2CCCCC2)c2ccncc2)c1 (configuration not stated)
- DNMT1 inh: 0
- NadD block: -6
- Rpn11 inh: i
- Rin1 Abl inh: 3
- SUMO1-SIM PPI: 1
- STEP block: -3
- Neddyl block: i
- CSN deneddyl inh: 1
- LMPTP inh: -1.3
- Scp1 inh: -7
(4) CN(C)S(=O)(=O)c1ccc(Cl)c(NC(=O)CN2CCNC(=O)C2)c1
- DNMT1 inh: -1
- NadD block: -9
- Rpn11 inh: i
- Rin1 Abl inh: 4
- SUMO1-SIM PPI: -1
- STEP block: -3
- Neddyl block: i
- CSN deneddyl inh: -8
- LMPTP inh: -1.8
- Scp1 inh: -3

Going on with the list:
cpd | canonical_smiles | DNMT1 inh | NadD block | Rpn11 inh | Rin1 Abl inh | SUMO1-SIM PPI | STEP block | Neddyl block | CSN deneddyl inh | LMPTP inh | Scp1 inh
16 | Cc1nc(SCC(=O)Nc2c(C)n(C)n(-c3ccccc3)c2=O)[nH]c(=O)c1Cc1ccccc1 | 0 | 1 | i | 3 | 3 | 0 | i | 3 | -0.2 | -2
17 | CO/N=C1\CCCc2c(C(=O)NN)sc(SC)c21 | 6 | 2 | i | -3 | -11 | -1 | i | 5 | -0.3 | 4
18 | CS(=O)(=O)N(CC(=O)NCc1ccco1)c1ccc(Cl)cc1Cl | 1 | -1 | i | 1 | 3 | -2 | i | 0 | -0.5 | 3
19 | N#Cc1c(-c2ccc(Cl)cc2)c(C#N)c(=O)n(N)c1N | -3 | 1 | i | -2 | 0 | -3 | i | 2 | -0.1 | -9
20 | O=C(Nc1cccc(Oc2ccccc2)c1)c1ccc(-n2cncn2)c2ccoc12 | -27 | 1 | i | 1 | 2 | -1 | i | 2 | 4.7 | .
21 | Cc1ccsc1C(=O)N(Cc1nnc(-c2ccccc2Cl)o1)C1CC1 | -4 | -6 | i | 1 | 1 | 0 | i | -1 | -0.5 | -9
22 | COc1ccc(N(CC(=O)NCc2ccccc2)S(=O)(=O)c2c(C)noc2C)cc1 | -2 | -4 | i | 3 | -1 | -11 | i | -4 | -1.6 | -5
23 | Oc1ccccc1C1CC(c2cccs2)=NC(c2cccc(Br)c2)N1 (configuration not stated) | -2 | 10 | i | 3 | -3 | -2 | i | 7 | 1.7 | -5
24 | Cc1ccnc2nc(C(=O)OCCOc3ccc(Cl)cc3)nn12 | 0 | -1 | i | -3 | 0 | 3 | i | -1 | 0.5 | -7
25 | O=c1c(-c2ccc(Cl)cc2)[n+]([O-])c2ccccc2n1OCc1ccccn1 | 0 | -5 | i | -6 | -20 | -1 | i | -1 | -0.1 | -10
26 | Cc1cc(C)c(S(=O)(=O)N2CCCC(C(=O)NCc3cccnc3)C2)c(C)c1 (configuration not stated) | -3 | -2 | i | 2 | 3 | 0 | i | 0 | 0.4 | 1
27 | Cc1cc(NC(=O)COC(=O)c2n[nH]c3ccccc23)no1 | 1 | -3 | i | -2 | 1 | 0 | i | 3 | -0.4 | -4
28 | c1csc(-c2ccc(N3CCOCC3)nn2)c1 | -2 | -4 | i | -4 | -23 | -2 | i | -5 | 0.8 | -1
29 | COc1ccc2[nH]c(CN3CCN(C(C)C)C(CCO)C3)c(C)c2c1 (configuration not stated) | -1 | -6 | i | 1 | 0 | 1 | i | 4 | 3.2 | -6
30 | Cn1c(CSc2ncn[nH]2)nc2ccccc21 | 1 | -1 | i | -2 | -1 | -6 | i | 0 | -1.3 | 3
31 | Cc1cc2c3c(c1C)C1(C(=O)N3C(C)(C)CC2C)C(C#N)=C(N)Oc2n[nH]c(C)c21 (configuration not stated) | -4 | -6 | i | -2 | -5 | -7 | i | 4 | 0.2 | -2
32 | Cc1cccc(N2CCN(C(=O)c3ccc4c(c3)CCN4S(C)(=O)=O)CC2)c1C | -4 | 0 | i | 0 | 3 | 0 | i | 5 | 0.6 | -6
33 | CCc1cc2c(=O)c(-c3ccon3)c(N)oc2cc1OC | 0 | 4 | i | 2 | 1 | 3 | i | 3 | 2.1 | -9
34 | C/C(=N\N1C(=O)c2ccccc2NC1c1ccccc1)c1ccccc1O (configuration not stated) | -5 | 6 | i | 2 | 3 | 0 | i | 9 | 2.9 | -6
35 | Cc1ccc(NC(=O)CN2C(=O)NC3(CCCC3)C2=O)c(Cl)c1 | 0 | -7 | i | 4 | 0 | -4 | i | 6 | -1.0 | -10
36 | CCOC(=O)C1(CC2CC2)CCN(Cc2cc(Cl)c(O)c(OC)c2)CC1 | 1 | 5 | i | 0 | -1 | -4 | i | 1 | -11 | -8
37 | O=C(Nc1ccc2oc(-c3ccccc3F)nc2c1)c1ccco1 | -4 | -5 | i | 1 | 5 | 1 | . | 4 | -1.3 | -7
38 | Cc1nn2c(-c3ccc(Cl)cc3)ccnc2c1-c1ccccc1 | -4 | -3 | i | 0 | -6 | -1 | i | 2 | 0.5 | -13
39 | O=C(CSc1nc2cc(C(F)(F)F)ccc2n1Cc1ccccc1)NC1CCS(=O)(=O)C1 (configuration not stated) | -4 | 2 | i | 3 | 3 | -2 | i | -6 | 0.2 | -3
40 | N#Cc1nc(-c2cccs2)oc1NCCCN1CCOCC1 | -1 | 9 | i | -4 | -6 | -3 | . | 0 | -5.7 | -1
41 | CCOc1cc(/C=N/O)ccc1OCc1ccc(F)cc1 | -5 | -7 | i | 1 | -1 | -2 | i | -8 | -0.9 | -10
42 | CCn1c(N2CCN(S(=O)(=O)c3ccc(Cl)cc3)CC2)nc2ccccc21 | -1 | -1 | i | -2 | 1 | 0 | i | 0 | 0.3 | -2
43 | c1ccc(OCCCn2nnc(-c3ccncc3)n2)cc1 | -2 | -4 | i | 6 | 0 | 2 | i | 1 | -1.4 | 7
44 | CC1(C)CC(=O)C2=C(C1)OC(N)=C(C#N)C2c1ccccc1 (configuration not stated) | -1 | -4 | i | 1 | -2 | -3 | i | -3 | -0.7 | -10
45 | O=C(Nc1ccccc1)[C@@H]1CCCN1S(=O)(=O)c1ccc(Cl)cc1 | 0 | -1 | i | -1 | 3 | -1 | i | -7 | 0.6 | -15
46 | Cc1c(C)n2c(SCC(=O)N3CCN(c4ccccc4)CC3)nnc2[nH]c1=O | 0 | 2 | i | -4 | 6 | -1 | i | 0 | -1.1 | -5
47 | COc1cc(NC(=O)CCl)ccc(=O)c1 | 7 | -1 | i | -5 | -20 | -1 | i | 0 | -2.5 | .
48 | CN(Cc1cccc(F)c1)C(=O)c1ccccc1Sc1ccccc1C#N | 2 | -6 | i | 0 | -10 | -2 | i | 2 | -6.8 | -5
49 | C(/C=C/C=C/Nc1ccccc1)=Nc1ccccc1 | -1 | -2 | i | -1 | -8 | 0 | i | 2 | -1.1 | 6
50 | CCOC(=O)c1c(C)nc(-c2ccccc2)nc1NC(=O)CC | 3 | -4 | i | -2 | 0 | 2 | i | -3 | -1.9 | 5
51 | Cc1ccc(COC(=O)c2cccc(S(=O)(=O)N3CCCCC3)c2)cc1 | 0 | 0 | i | 4 | 2 | 1 | i | -5 | 1.8 | -10
52 | COc1ccc(-c2cc3nc4c(c(=O)n3[nH]2)CCC4)cc1 | 2 | 1 | i | 2 | 8 | 1 | . | -6 | 1.5 | 25
53 | COc1ccc(S(=O)(=O)N2CCCCC2)cc1NC(=O)CCc1nc2ccccc2c(=O)[nH]1 | -1 | 4 | i | 4 | 15 | 1 | i | 1 | 1.5 | -1
54 | Nc1nc(NCc2ccco2)nc(N2CCCCC2)c1[N+](=O)[O-] | -6 | 1 | i | -2 | 0 | 0 | i | -2 | 3.7 | 4
55 | Cc1cccc(NC(=O)c2ccc([N+](=O)[O-])o2)n1 | 0 | -9 | i | 1 | -8 | -2 | i | 3 | -1.1 | -1
56 | COC(=O)c1ccc(C)c(NS(=O)(=O)c2ccc(C)c([N+](=O)[O-])c2)c1 | 0 | 1 | i | 3 | -7 | 2 | i | -2 | -1.0 | -10
